GLD-1 RNA inh – GLD-1/TGE RNA complex disruptors, primary screen, biochemical, fluorescence polarization | inhibition, % at 5.96 µM | purified GLD-1 + fluorescein TGE RNA | Female germline-specific tumor suppressor gld-1 (Caenorhabditis elegans), Q17339 | hit rate 0.44% among 320,000;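 active = percent inhibition above a per-plate cutoff, the plate mean of test compounds plus 3 SD, cut at about 30% in these data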;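 also: 0% = DMSO wells with GLD-1 and probe and 100% = wells lacking GLD-1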
VLA-4 inh – inhibition in human VLA-4 binding assay, primary screen, VLA-4 allosteric modulator project, MLPCN library, flow cytometry, VLA-4 expressing cells. AID 2557, 2010. hit rate 0.2% among 330,000. Integrin alpha-4 (Homo sapiens), P13612. inhibition, % (about 7 µM as worked out from the volumes in the protocol). ligand binding flow cytometry; in the data active = inhibition above about 50%
GRK2 aptamer HTS – compounds blocking aptamer binding on GRK2 – biochemical, human GRK2, bead flow cytometry, HTS, primary screen; Beta-adrenergic receptor kinase 1 (Homo sapiens), P25098; FAM-aptamer displacement from GRK2; inhibition of aptamer binding, % at 10 µM; hit rate 0.59% among 330,000;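 active = inhibition of aptamer binding above 40%, roughly 3 SD of noise, on plates passing a quality check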;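 also: median bead fluorescence of bound FAM aptamer so fluorescent compounds give negative values; no value below 0 was filed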
MEX-5 binding – MEX-5 zinc finger RNA-binding disruptors – biochemical, C. elegans, fluorescence polarization, MLPCN library, primary screen | Zinc finger protein mex-5 (Caenorhabditis elegans), Q9XUB2 | MEX-5/FITC-TCR2 RNA binding; hits give low values | activity score (negative = inhibition of binding), % at 10 µM | hit rate 0.38% among 300,000;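 active = inhibition past about -25% in most replicates, and total fluorescence under double the plate's negative control median, limit read from the data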;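 also: 0% = DMSO and -100% = 5 µM competing unlabeled TCR2 RNA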
Target sequence (Q9XUB2 whole entry, looked up): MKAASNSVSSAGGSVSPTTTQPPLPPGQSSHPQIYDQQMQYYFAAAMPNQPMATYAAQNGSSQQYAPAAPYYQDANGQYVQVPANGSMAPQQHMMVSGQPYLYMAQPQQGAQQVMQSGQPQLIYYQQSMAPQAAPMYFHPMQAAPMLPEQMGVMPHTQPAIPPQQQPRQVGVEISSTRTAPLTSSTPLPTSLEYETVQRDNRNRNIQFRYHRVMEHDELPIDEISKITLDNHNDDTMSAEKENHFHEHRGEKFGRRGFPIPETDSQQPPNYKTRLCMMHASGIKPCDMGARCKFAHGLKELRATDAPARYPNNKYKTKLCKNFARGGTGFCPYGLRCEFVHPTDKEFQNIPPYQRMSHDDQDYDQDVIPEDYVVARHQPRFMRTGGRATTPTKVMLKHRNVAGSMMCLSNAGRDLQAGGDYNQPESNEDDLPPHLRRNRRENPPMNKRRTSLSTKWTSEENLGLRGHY
Efflux pump inh – inhibitors of Candida efflux pumps in yeast, primary screen, S. cerevisiae, Nile Red, multiplex. S. cerevisiae Candida pump triplex. inhibition, % at 10 µM. hit rate 0.44% among 330,000. AID 485275, 2010;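 active = plate passing quality check with inhibition over a set limit, or well fluorescence over plate mean plus 4 SD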;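 also: Nile Red retained in pooled yeast measured as flow cytometry median fluorescence; 0% = buffer negative control and 100% = Enniatin B positive control; higher means more Nile Red kept so more efflux inhibition; some compounds called inactive have numbers as strong as hits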
Fam108B inh – mouse Fam108B serine hydrolase inhibitors, primary screen, counter-screen for RBBP9 inhibitor project, biochemical, fluorescence polarization; hit rate 0.33% among 300,000; recombinant Fam108B, FP-Rh probe fluorescence polarization; inhibition, % at 9.51 µM;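 active = inhibition above the screen mean inhibition plus 3 SD, computed separately per campaign, cut at about 18% in these data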;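 also: inhibitors lower polarization as less probe binds the enzyme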
BCLXL inh – inhibitors of human Bcl-xL, primary screen, biochemical, fluorescence polarization, HTS; hit rate 0.7% among 320,000; GST-Bcl-xL / FITC-Bim BH3 peptide fluorescence polarization; AID 2129, 2009; Bcl-2-like protein 1 (Homo sapiens), Q07817; inhibition, % at 10.9 µM;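 active = inhibition above the mean of all tested compounds plus 3 SD, cutoff set per campaign, cut at about 30% in these data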;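 also: 0% = DMSO wells and 100% = unlabeled Bim-BH3 peptide competitor; inhibitors lower millipolarization by displacing the labeled peptide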
Target sequence (Q07817 whole entry, looked up): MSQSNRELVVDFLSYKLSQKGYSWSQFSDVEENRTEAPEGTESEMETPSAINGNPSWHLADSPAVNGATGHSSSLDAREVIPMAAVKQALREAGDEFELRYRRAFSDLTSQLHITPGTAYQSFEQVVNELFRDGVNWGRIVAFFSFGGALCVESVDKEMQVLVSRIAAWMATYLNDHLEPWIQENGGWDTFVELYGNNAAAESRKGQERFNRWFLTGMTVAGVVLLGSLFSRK
PME-1 primary – PME-1 inhibitors via competitive probe labeling, primary screen, biochemical, fluorescence polarization, FP-Rh probe, HTS; Protein phosphatase methylesterase 1 (Homo sapiens), Q9Y570; recombinant PME-1; inhibition, % at 5.9 µM; hit rate 0.53% among 320,000; AID 2130, 2009;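 active = inhibition above the campaign mean of all compounds plus 3 SD, cut at about 26% in these data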;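 also: competitive labeling of PME-1 active site by serine hydrolase directed probe; 0% = PME-1 with DMSO and 100% = wells lacking PME-1 enzyme; inhibitors block probe labeling so polarization falls and inhibition rises; many of its hits are not listed in these tables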
MCL1-BIM inh – inhibitors of MCL1 binding to BIM-BH3, primary screen, biochemical, fluorescence polarization. Induced myeloid leukemia cell differentiation protein Mcl-1 (Homo sapiens), Q07820. GST-MCL1 / FITC-Bim-BH3 fluorescence polarization. inhibition, % at 10.9 µM. hit rate 0.68% among 320,000;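 active = inhibition above the mean inhibition of all tested compounds plus 3 SD, set per campaign, cut at about 40% in these data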;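 also: 0% = DMSO wells and 100% = unlabeled Bim-BH3 peptide control; higher means more loss of mP so more displacement of Bim peptide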
Starred values were filed as active, the others as inactive; i = inactive; . = no result given.

Every second line gives: Fam108B inh, MCL1-BIM inh, GLD-1 RNA inh, PME-1 primary, GRK2 aptamer HTS, VLA-4 inh, Efflux pump inh, BCLXL inh, MEX-5 binding
CCc1ccc(C(CNc2nc(C(F)(F)F)nc3ccccc23)N(C)C)cc1 (stereo unspecified)
 : 3, 7, -1, 0, 0, 6, 0.0, 4, 2.4
Cc1cc(OC(=O)C2CC2)c([N+](=O)[O-])c(=O)[nH]1
 : -1, 3, -5, -7, 3, -1, 0.3, 4, 0.6
COc1ccc(CN2CCCC(C(=O)N3CCCCC3)C2)cc1 (stereo unspecified)
 : 2, 4, -3, 1, 1, -2, 0.0, 2, -0.8
CCc1ccc(OCC(=O)Nc2ccc3oc(=O)ccc3c2)cc1
 : 4, -1, 1, -110, 1, 2, -0.2, 4, -1.2
COc1cc2c(cc1NC(=O)COC(=O)CNC(=O)c1ccccc1)oc1ccccc12
 : -19, -2, -2, -15, 0, -9, 0.0, 0, 0.3
O=C(NNC(=O)C1[C@H]2CCCC[C@@H]12)Nc1cccc2ccccc12 (stereo partly specified)
 : -3, 4, 2, -2, 0, 11, -0.1, 4, -1.6
COC(=O)c1ccc(N2CN=C(c3ccc(C)cc3)NC2=S)cc1
 : -1, 9, -1, -1, 0, -4, -0.2, 3, -0.6
Cc1c(C(=O)NCc2ccc3c(c2)OCO3)oc2ccc(S(=O)(=O)N3CCCCCC3)cc12
 : -6, 6, 1, -12, 0, -5, 0.1, 5, -2.3
Clc1ccc(CNCc2cccs2)c(Cl)c1
 : 0, 4, 4, -3, 1, 31, 0.3, 9, 1.2
COc1ccc(-c2cc(C(=O)N/N=C(\C)c3ccco3)c3ccccc3n2)c(OC)c1
 : -4, 9, 5, -8, 0, 3, -10, 6, -32*
COc1cnc(-c2ccccn2)nc1Sc1ccc(F)cc1
 : -1, 10, 6, -2, 0, 0, -0.2, 6, 1.8
COc1ccc(C2SCCN2C(=S)Nc2ccc(F)cc2)cc1 (stereo unspecified)
 : 3, 4, -4, -6, 0, 39, 0.0, 1, 0.2
CC1(C)CC(NS(=O)(=O)c2ccc(S(=O)(=O)N3CCOCC3)cc2)CCO1 (stereo unspecified)
 : 1, -4, -1, -2, 0, -5, -0.1, 2, 0.9
CCC(C)N(NC(C)=O)c1nc(Cl)nc(NC(C)(C)C)n1 (stereo unspecified)
 : 4, 4, 0, 4, 5, 0, -0.1, -3, -1.7
COCCN(CCOC)S(=O)(=O)c1ccc(C(=O)Nc2c(C)n(C)n(-c3ccccc3)c2=O)cc1
 : 1, -3, 5, -6, 0, 3, 0.0, 0, 2.4
COc1ccccc1N(C)S(=O)(=O)c1ccc(C(=O)NC(C)c2ccccc2)cc1 (stereo unspecified)
 : 1, 2, 3, 0, 0, 4, 0.1, 3, 0.3
CN(CC(=O)Nc1cccc(F)c1)C(=O)C1CSC2(C)CCC(=O)N12 (stereo unspecified)
 : -1, -14, 7, -2, 0, -1, 0.1, -5, -1.1
COc1ccc(-c2cc3ccc(F)cc3cn2)cc1
 : ., ., 0, ., 11, -4, 0.2, ., .
COCCNC(=O)CN1C(=O)NC2(CCCc3cc(OC)ccc32)C1=O (stereo unspecified)
 : -1, 2, -4, -2, 0, 6, -0.1, 4, -2.5
Cc1cc(=O)oc2cc(OCC(=O)Nc3ccc4[nH]c(=O)[nH]c4c3)ccc12
 : 4, 9, -2, -9, 1, 9, 0.1, 4, -1.0
CCC1(COC(NC(=O)c2cccnc2)(C(F)(F)F)C(F)(F)F)COC1
 : 2, -2, -6, 10, 8, -2, 0.0, 4, 0.2
Cc1nn(C)cc1/C=C/C(=O)c1ccc(O)cc1
 : 2, 5, -3, 3, 4, 5, 0.2, 5, 1.5
Cc1ccc(CSc2nnc(CCCCCNC(=O)OC(C)(C)C)o2)cc1
 : 0, -5, 3, 4, 0, 12, 0.0, 4, 1.2
Cc1ccc(/C=C/C(=O)OCC(=O)Nc2ccc3[nH]c(=O)[nH]c3c2)o1
 : 2, -16, 8, 1, 0, 8, -0.2, -8, 0.2
CN(C(=O)COC(=O)c1n[nH]c2ccccc12)c1ccccc1
 : 0, 4, 1, 0, 0, 4, 0.1, -5, -2.2
CNC(=O)c1c(NC(=O)C(C)C)sc2c1CCC2
 : -3, 3, -1, 1, 0, 12, 0.1, 2, 0.8
O=C(OCn1nnc2ccccc2c1=O)c1ccco1
 : 3, 0, -5, 1, 0, -6, 0.1, 2, 0.7
CCC/C=C1/CCCOC(C(=O)NCc2ccc(S(C)(=O)=O)cc2)(C(F)(F)F)C1 (stereo unspecified)
 : 4, -2, 5, -1, 0, 36, 0.0, 2, -2.4
c1ccc(OCc2nn3c(-c4cccnc4)nnc3s2)cc1
 : -2, 2, -5, -3, 3, 0, 0.2, 3, 0.3
Cc1cc(C(=O)NNC(=O)Nc2ccc(Cl)cc2)no1
 : -2, 5, -4, 2, 0, 16, 0.2, 1, 2.2
CC(C)COc1ccccc1C(=O)NC(CO)C(=O)O (stereo unspecified)
 : 7, -4, -3, -2, 1, -4, 0.0, -2, -1.2
S=C(NCc1ccc(Cl)cc1)Nc1ccccc1Cl
 : 1, 11, 0, 1, 0, 7, 0.1, 5, 3.0
COC(=O)COc1cc2ccccc2cc1C(=O)Nc1ccccc1
 : -7, 3, 2, 0, 1, 10, -0.1, 4, -0.6
Cc1cc(C)nc(N2N=C(CSc3ccc(Cl)cc3)CC2=O)n1
 : 2, 7, 1, 2, 2, -8, 0.1, 4, .
CN1C(=O)C2(OCCCO2)c2cc(Cl)ccc21
 : 2, 11, 4, -5, 2, 18, 0.0, 3, 0.0
Cc1ccc(NC(=O)COC(=O)Cn2nc(C)c([N+](=O)[O-])c2C)c([N+](=O)[O-])c1
 : 1, 2, 7, 4, 0, 12, 0.0, 1, 0.8
Cc1ccc(-c2nn(-c3ccccc3)cc2/C=C/C(=O)Nc2nccs2)cc1
 : -3, -3, 3, -9, 0, 20, -0.1, -1, .
O=[N+]([O-])c1cc([N+](=O)[O-])c(Oc2ccc(Br)cc2Br)cc1NN1CCCCC1
 : 2, -7, 100*, 1, 2, 18, 0.1, -4, -0.6
Cc1ccc(-n2c(C)cc(C(=O)CN3CCCCC3)c2C)cc1
 : 1, 7, 1, -5, 0, 6, 0.1, 1, 0.9
Cc1csc(NC(=O)CSc2sc3c(O)cc(=O)[nH]c3c2C#N)n1
 : 2, 18, 5, -19, 5, -1, 0.1, 17, -4.6
Cc1cccc(C)c1OCCSc1nc2ccccc2n1CC(=O)O
 : -2, 8, 3, 3, 2, 11, -0.1, 5, 0.1
CCC(C)c1ccc(Nc2ncccc2C#N)cc1 (stereo unspecified)
 : -2, 0, 6, 4, 0, 9, 0.1, -1, -2.2
O=C(NCC(=O)N1CCCC1)c1ccccc1F
 : 0, 2, 3, 1, 0, -2, -0.1, 0, -1.2
NC(=S)N/N=C1\CC(c2ccc3c(c2)OCCO3)Oc2ccc(F)cc21 (stereo unspecified)
 : -1, 1, 7, 1, 0, -4, 0.0, 5, 0.9
C/C(=N\Nc1nnc(-c2ccccc2)c(-c2ccccc2)n1)c1cccc([N+](=O)[O-])c1
 : 2, 5, 2, 3, 1, -2, 0.2, 0, 0.3
CN(C)c1cc[n+](CC(=O)c2cccs2)cc1
 : 8, 1, -1, 2, 0, -5, -0.4, -3, 1.4
COC(=O)CSc1ncc(OC)c(OC)n1
 : 2, -8, 7, 10, 19, -4, 0.1, -4, -2.3
COc1ccc([N+](=O)[O-])cc1NC(=O)CC(c1ccccc1)c1ccccc1
 : -8, 9, 6, -10, 0, 14, -0.2, 16, 0.3
COc1ccc(C(=O)NCc2ccc3c(c2)OCO3)cc1S(=O)(=O)N1CCCC1
 : ., -12, -4, 3, 1, 0, -0.1, -4, .
COc1cccc(N2CCN(C(=O)C3CCC(=O)N(C4CCCCCC4)C3)CC2)c1 (stereo unspecified)
 : 2, 2, 14, -4, 0, 7, 0.1, -3, 0.9
COc1ccccc1NC(=O)CSc1nc(O)cc(=O)n1C
 : 3, 7, 2, -9, 1, 12, 0.1, -6, -2.1
Cc1cccc(C)c1NC(=O)CSc1nnnn1-c1ccc(C(=O)O)cc1
 : -1, 2, 0, 1, 1, i, 0.0, 3, -2.3

An excerpt of these results, field by field.
Cc1cccc(C)c1OCCSc1nc2ccccc2n1CC(=O)O
  Fam108B inh: -2	MCL1-BIM inh: 8	GLD-1 RNA inh: 3	PME-1 primary: 3	GRK2 aptamer HTS: 2	VLA-4 inh: 11	Efflux pump inh: -0.1	BCLXL inh: 5	MEX-5 binding: 0.1

CCC(C)c1ccc(Nc2ncccc2C#N)cc1 (stereo unspecified)
  Fam108B inh: -2	MCL1-BIM inh: 0	GLD-1 RNA inh: 6	PME-1 primary: 4	GRK2 aptamer HTS: 0	VLA-4 inh: 9	Efflux pump inh: 0.1	BCLXL inh: -1	MEX-5 binding: -2.2

O=C(NCC(=O)N1CCCC1)c1ccccc1F
  Fam108B inh: 0	MCL1-BIM inh: 2	GLD-1 RNA inh: 3	PME-1 primary: 1	GRK2 aptamer HTS: 0	VLA-4 inh: -2	Efflux pump inh: -0.1	BCLXL inh: 0	MEX-5 binding: -1.2

NC(=S)N/N=C1\CC(c2ccc3c(c2)OCCO3)Oc2ccc(F)cc21 (stereo unspecified)
  Fam108B inh: -1	MCL1-BIM inh: 1	GLD-1 RNA inh: 7	PME-1 primary: 1	GRK2 aptamer HTS: 0	VLA-4 inh: -4	Efflux pump inh: 0.0	BCLXL inh: 5	MEX-5 binding: 0.9

These rows are one share of the data; rates above refer to the full screens.
